PriA SSB inh: K. pneumoniae PriA-SSBct interaction inhibition; AlphaScreen SSBct-PriA binding, biotinylated peptide; inhibition, % at 33 µM; 430,000 tested, 0.6% active; in the data active = inhibition mostly above about 37%, no sharp cut-off; inactive = mostly below about 20%;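 also: plate controls were negative control peptide for no effect and reference peptide for full effect; strong numbers were not always called active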
BoNT A protease: BoNT A light chain protease inhibition | inhibition, % at 10 µM | AID 588499 | multiplex microsphere protease substrate cleavage, flow cytometry | 360,000 tested, 0.17% active; also: plate controls were buffer without enzyme for full effect and enzyme alone for no effect
CCHFV vOTU inh: CCHFV vOTU protease inhibition; Pep-AMC fluorescence; inhibition, % at 11.5 µM; 370,000 tested, 0.55% active; in the data active = inhibition above about 30%; also: 0% = vehicle wells with enzyme and 100% = no enzyme wells
Y pestis TopoI: inhibitors of Yersinia pestis topoisomerase I. 360,000 tested, 0.064% active. activity, % at 10 µM. Y. pestis Topo-I cleavage product accumulation, plate reader; in the data active = activity above about 50%, passing the limit was not always enough; inconclusive = no clear call, values can overlap the other calls; also: inactives centre near 2
Vc quorum ag: quorum light induction in luxS cqsA deficient V. cholerae | 350,000 tested, 0.16% active | activation, % at 18.7 µM | V. cholerae BH1578 lux reporter, luminescence, 6 h; in the data active = activation mostly above about 9.7%, no sharp cut-off; inconclusive = no clear call, values can overlap the other calls; inactive = mostly below about 3.7%; also: not every result past the cut was called active; inactives centre near 0; reference of the scale not given here
TcdB GH inh: blocks C. difficile toxin B glycohydrolase activity; TcdB glycohydrolase enzymatic assay, plate reader; inhibition, % at 9.99 µM; 350,000 tested, 0.24% active; in the data active = inhibition above about 10%
SARS 3CLpro inh: SARS-CoV 3CLpro protease inhibition; AID 1706; 290,000 tested, 0.14% active; recombinant SARS-CoV 3CLpro, quenched FRET peptide cleavage; P0C6X7; inhibition, % at 6 µM; in the data active = inhibition above about 12%
PfHsp40 yeast: rescue of PfHsp40-mediated yeast toxicity. S. cerevisiae expressing PfHsp40, growth rescue, ATP luminescence. 340,000 tested, 0.68% active. growth rescue, % at 12.5 µM; in the data active = growth rescue above about 28%, passing the limit was not always enough; inconclusive = no clear call, values can overlap the other calls;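 also: yeast W303a lacking pdr1 and pdr3 grown in galactose medium; growth measured after three days at 30 °C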
Anthrax LF inh2: anthrax lethal factor protease inhibition. P15917. multiplex microsphere protease cleavage assay, LF. inhibition, % at 10 µM. 360,000 tested, 0.12% active. AID 588501; also: plate controls were buffer without enzyme for full effect and enzyme alone for no effect
Target sequence (P15917 whole entry, looked up): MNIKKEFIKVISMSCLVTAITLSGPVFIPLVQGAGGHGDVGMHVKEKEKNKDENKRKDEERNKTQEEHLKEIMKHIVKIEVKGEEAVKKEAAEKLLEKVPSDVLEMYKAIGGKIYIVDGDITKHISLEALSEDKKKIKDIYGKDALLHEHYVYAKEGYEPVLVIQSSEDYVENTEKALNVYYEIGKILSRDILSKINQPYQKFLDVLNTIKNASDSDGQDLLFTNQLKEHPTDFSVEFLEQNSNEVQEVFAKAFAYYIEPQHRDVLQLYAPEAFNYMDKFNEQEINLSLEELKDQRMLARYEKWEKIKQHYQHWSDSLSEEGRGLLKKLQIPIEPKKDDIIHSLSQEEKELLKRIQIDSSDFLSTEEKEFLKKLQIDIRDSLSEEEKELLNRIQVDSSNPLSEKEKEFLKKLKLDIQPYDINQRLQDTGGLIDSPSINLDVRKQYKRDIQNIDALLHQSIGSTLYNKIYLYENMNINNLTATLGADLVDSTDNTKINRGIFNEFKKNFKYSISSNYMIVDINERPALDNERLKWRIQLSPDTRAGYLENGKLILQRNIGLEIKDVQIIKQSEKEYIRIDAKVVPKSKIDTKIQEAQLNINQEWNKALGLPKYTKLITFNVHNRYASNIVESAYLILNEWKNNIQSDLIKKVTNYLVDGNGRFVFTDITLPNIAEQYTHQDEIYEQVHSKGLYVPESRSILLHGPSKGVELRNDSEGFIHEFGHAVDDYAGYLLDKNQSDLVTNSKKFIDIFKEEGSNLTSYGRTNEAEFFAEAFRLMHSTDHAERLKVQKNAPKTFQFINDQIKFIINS
DUSP3 inh: inhibitors of human VHR1 phosphatase (DUSP3); P51452; recombinant VHR phosphatase, pNPP absorbance; inhibition, % at 13.3 µM; 290,000 tested, 0.52% active; in the data active = inhibition above about 50%; also: some compounds called inactive have numbers as strong as hits
Target sequence (P51452 whole entry, looked up): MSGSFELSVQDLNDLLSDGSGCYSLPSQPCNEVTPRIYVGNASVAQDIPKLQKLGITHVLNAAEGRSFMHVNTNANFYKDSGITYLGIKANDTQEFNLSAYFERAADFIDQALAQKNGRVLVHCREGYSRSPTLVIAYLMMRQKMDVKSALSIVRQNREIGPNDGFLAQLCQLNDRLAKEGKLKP
The depositor's hits bear a star. Rule as the data show it, unless noted: active = inhibition above about 30%; inconclusive = no clear call, values can overlap the other calls; inactive = below that. Some of the compounds tested. The share of hits here may be higher or lower than overall.

How did COC(=O)c1ccc2nc(-c3ccco3)c(Cc3cccc(Cl)c3)n2c1 do in these assays?
BoNT A protease: -0.2; CCHFV vOTU inh: -5.8; TcdB GH inh: 2.5; Anthrax LF inh2: 4.1

What do the screens show for `C=CCN1C(=O)C(C)S/C1=N\S(=O)(=O)c1ccc(Cl)cc1` (stereo not drawn)?
BoNT A protease: -0.1; CCHFV vOTU inh: -1.1; Y pestis TopoI: -7.5; Vc quorum ag: -0.2; SARS 3CLpro inh: -0.4; PfHsp40 yeast: -0.1; Anthrax LF inh2: -2.4; DUSP3 inh: -0.5

Results for CCOc1ccccc1NC(=O)Cn1nnc(C(=O)NCCc2ccc(OCC)c(OCC)c2)c1N ?
PriA SSB inh: 2.0; BoNT A protease: -0.9; CCHFV vOTU inh: 19.7; Y pestis TopoI: 20.5; Vc quorum ag: 2.6; TcdB GH inh: 1.1; SARS 3CLpro inh: -1.8; PfHsp40 yeast: 0.4; Anthrax LF inh2: 3.1; DUSP3 inh: 34.8

What do the screens show for `CC(C)N1CCN(c2ccc(OCC3COC(Cn4cncn4)(c4ccc(Cl)cc4Cl)O3)cc2)CC1` (stereo not drawn)?
PriA SSB inh: 6.4; BoNT A protease: 0.4; CCHFV vOTU inh: 9.2; Y pestis TopoI: 5.0; Vc quorum ag: -1.0; TcdB GH inh: -5.7; PfHsp40 yeast: 225.5*; Anthrax LF inh2: -8.1

Results for COc1cc(C(=O)N/N=C/c2cccc(Oc3ccccc3)c2)ccc1O ?
BoNT A protease: -3.5; CCHFV vOTU inh: -0.3; Y pestis TopoI: -1.1; Vc quorum ag: -0.4; TcdB GH inh: 0.6; SARS 3CLpro inh: -0.1; PfHsp40 yeast: -0.6; Anthrax LF inh2: 0.2; DUSP3 inh: 10.1

What do the screens show for `CS(=O)(=O)N1CCC(C(=O)Nc2ccc(Br)cc2F)CC1`?
PriA SSB inh: -5.8; BoNT A protease: -0.1; CCHFV vOTU inh: -5.3; Y pestis TopoI: 3.7; Vc quorum ag: inactive; SARS 3CLpro inh: -8.8; PfHsp40 yeast: -0.8; Anthrax LF inh2: 1.6; DUSP3 inh: -0.2

Results for COc1ccc(C(=O)N/N=C(\C)CC(=O)NC2CCCCC2)c(OC)c1 ?
BoNT A protease: -5.2; CCHFV vOTU inh: 6.2; Y pestis TopoI: 6.5; Vc quorum ag: inactive; TcdB GH inh: -0.3; SARS 3CLpro inh: -0.1; PfHsp40 yeast: -0.4; Anthrax LF inh2: -0.5; DUSP3 inh: 3.6

What do the screens show for `CN(CCCNC(=O)c1ccc(N2CCCC2=O)cc1)c1ccccc1`?
PriA SSB inh: 14.9; BoNT A protease: -0.1; CCHFV vOTU inh: -2.1; Y pestis TopoI: 12.2; Vc quorum ag: 0.9; SARS 3CLpro inh: -3.6; PfHsp40 yeast: 0.0; Anthrax LF inh2: 0.5; DUSP3 inh: -0.3

What do the screens show for `CCOC(=O)C1CCN(C(=O)COc2cccc(C)c2)CC1`?
PriA SSB inh: 8.1; BoNT A protease: -0.6; CCHFV vOTU inh: -13.7; Y pestis TopoI: -6.1; Vc quorum ag: 2.8; TcdB GH inh: 0.0; SARS 3CLpro inh: -3.5; PfHsp40 yeast: 0.3; Anthrax LF inh2: -0.1; DUSP3 inh: 8.3

What do the screens show for `CCCCN1C(=O)C(CC(=O)NC2CCCC2)CC(C(=O)N2CCOCC2)=C1C` (stereo not drawn)?
BoNT A protease: -0.1; CCHFV vOTU inh: -0.4; Y pestis TopoI: 2.3; Vc quorum ag: inactive; TcdB GH inh: 0.5; Anthrax LF inh2: -4.3

Copied from above, 2 compounds:
How did COC(=O)c1ccc2nc(-c3ccco3)c(Cc3cccc(Cl)c3)n2c1 do in these assays?
BoNT A protease: -0.2; CCHFV vOTU inh: -5.8; TcdB GH inh: 2.5; Anthrax LF inh2: 4.1

What do the screens show for `C=CCN1C(=O)C(C)S/C1=N\S(=O)(=O)c1ccc(Cl)cc1` (stereo not drawn)?
BoNT A protease: -0.1; CCHFV vOTU inh: -1.1; Y pestis TopoI: -7.5; Vc quorum ag: -0.2; SARS 3CLpro inh: -0.4; PfHsp40 yeast: -0.1; Anthrax LF inh2: -2.4; DUSP3 inh: -0.5

The listing continues.
How did Nc1cc(N)nc(SCC(=O)c2ccc3c(c2)NC(=O)CO3)n1 do in these assays?
PriA SSB inh: -9.7; BoNT A protease: 1.3; CCHFV vOTU inh: 4.4; Y pestis TopoI: 1.2; Vc quorum ag: 0.8; TcdB GH inh: -1.4; SARS 3CLpro inh: -0.1; PfHsp40 yeast: 1.1; Anthrax LF inh2: 3.5; DUSP3 inh: -0.6

How did CCC(CC)c1nnc(NC(=O)Cc2c[nH]c3ccccc23)s1 do in these assays?
BoNT A protease: -0.4; CCHFV vOTU inh: 7.9; Y pestis TopoI: 6.7; Vc quorum ag: inactive; TcdB GH inh: -3.3; Anthrax LF inh2: 0.4

What do the screens show for `COCCNC(=O)c1cc2c(=O)n3cccc(C)c3nc2n(Cc2ccncc2)c1=N`?
PriA SSB inh: 12.5; BoNT A protease: 0.7; CCHFV vOTU inh: -318.4; Y pestis TopoI: -9.8; Vc quorum ag: -0.3; SARS 3CLpro inh: -2.8; PfHsp40 yeast: 1.9; Anthrax LF inh2: -7.2; DUSP3 inh: 35.3

What do the screens show for `O=C(Nc1cccc(C(=O)O)c1)Nc1cccc2ccccc12`?
PriA SSB inh: -8.8; BoNT A protease: -2.1; CCHFV vOTU inh: 6.8; Y pestis TopoI: -2.4; Vc quorum ag: -0.6; TcdB GH inh: -1.0; SARS 3CLpro inh: 2.4; PfHsp40 yeast: -1.4; Anthrax LF inh2: 2.5; DUSP3 inh: 30.3

What do the screens show for `O=c1c2ccccc2ncn1Cc1cccc2ccccc12`?
PriA SSB inh: -3.5; BoNT A protease: 0.9; CCHFV vOTU inh: 0.4; Y pestis TopoI: 0.0; Vc quorum ag: 1.1; TcdB GH inh: -0.3; SARS 3CLpro inh: -2.3; PfHsp40 yeast: -0.4; Anthrax LF inh2: -0.8; DUSP3 inh: 39.3

Results for CC(=O)c1cccc(CN2CCN(C3CCCCC3)C(CCO)C2)c1 (stereo not drawn) ?
PriA SSB inh: 1.8; BoNT A protease: -0.9; CCHFV vOTU inh: 1.1; Y pestis TopoI: 4.7; Vc quorum ag: 2.3; TcdB GH inh: -0.6; SARS 3CLpro inh: 5.0; PfHsp40 yeast: -1.6; Anthrax LF inh2: -9.6; DUSP3 inh: 19.4

What do the screens show for `CC(=O)c1cc(C#N)c(Oc2cc(C)cc(C)c2)nc1C`?
PriA SSB inh: -13.8; BoNT A protease: 0.2; CCHFV vOTU inh: 13.7; Y pestis TopoI: 11.1; Vc quorum ag: inactive; SARS 3CLpro inh: 4.7; PfHsp40 yeast: -1.1; Anthrax LF inh2: -2.2; DUSP3 inh: 13.6

What do the screens show for `CCNC(=O)N1Cc2ccccc2-n2nncc2C1`?
BoNT A protease: -0.3; CCHFV vOTU inh: -5.1; Y pestis TopoI: 0.6; Vc quorum ag: -0.4; TcdB GH inh: 0.7; Anthrax LF inh2: -0.1

How did CCOC(=O)N1CCC(NC(=O)c2cc(C(=O)Nc3ccc(F)cc3F)ccc2CO)CC1 do in these assays?
PriA SSB inh: -15.7; BoNT A protease: -0.4; CCHFV vOTU inh: -3.0; Y pestis TopoI: -2.6; Vc quorum ag: -0.4; TcdB GH inh: -0.2; SARS 3CLpro inh: -2.7; PfHsp40 yeast: -0.1; Anthrax LF inh2: -7.6; DUSP3 inh: -4.4

How did Cc1ccc(S(=O)(=O)N2CCCCC2C(=O)N2CCN(c3ccccc3F)CC2)cc1 (stereo not drawn) do in these assays?
PriA SSB inh: 0.9; BoNT A protease: -0.3; CCHFV vOTU inh: -7.7; Y pestis TopoI: 29.3; Vc quorum ag: inactive; TcdB GH inh: 0.7; SARS 3CLpro inh: -0.5; PfHsp40 yeast: -0.1; Anthrax LF inh2: 0.7; DUSP3 inh: 17.1

What do the screens show for `CCN1C(=O)c2ccc(-c3nc4ccccc4c(=O)o3)cc2C1=O`?
PriA SSB inh: -2.1; BoNT A protease: 0.5; CCHFV vOTU inh: -0.9; Y pestis TopoI: -2.4; Vc quorum ag: -0.3; TcdB GH inh: 2.2; SARS 3CLpro inh: 1.1; PfHsp40 yeast: 1.2; Anthrax LF inh2: -0.5; DUSP3 inh: 12.0

How did O=C(Nc1ccc(S(=O)(=O)O)cc1)c1ccc2c(c1)S(=O)(=O)c1ccccc1C2=O do in these assays?
PriA SSB inh: -3.9; BoNT A protease: -0.4; CCHFV vOTU inh: -1.4; Y pestis TopoI: -0.1; Vc quorum ag: 0.9; TcdB GH inh: 0.7; PfHsp40 yeast: -0.3; Anthrax LF inh2: 0.0

How did CSc1sc(C(=O)N(C)C)c2c1S(=O)(=O)N(C)c1ccccc1-2 do in these assays?
PriA SSB inh: -0.7; BoNT A protease: inconclusive; CCHFV vOTU inh: -13.4; Y pestis TopoI: 6.1; Vc quorum ag: -0.5; TcdB GH inh: 1.2; SARS 3CLpro inh: -0.5; PfHsp40 yeast: -1.0; Anthrax LF inh2: -0.4; DUSP3 inh: 3.5

What do the screens show for `O=C(Cc1ccc(Cl)cc1)Nc1ccccc1C(=O)Nc1ccc(C(=O)O)cc1`?
PriA SSB inh: -5.7; BoNT A protease: -0.3; CCHFV vOTU inh: -4.3; Y pestis TopoI: -7.2; Vc quorum ag: -0.3; TcdB GH inh: -1.5; SARS 3CLpro inh: 5.8; PfHsp40 yeast: 0.1; Anthrax LF inh2: -8.6; DUSP3 inh: 1.2

How did O=C(CC1C(=O)NCCN1Cc1ccccc1)NCCN1CCCCC1=O (stereo not drawn) do in these assays?
PriA SSB inh: -4.2; BoNT A protease: -0.7; CCHFV vOTU inh: -3.9; Y pestis TopoI: -9.9; Vc quorum ag: -1.7; TcdB GH inh: 2.4; SARS 3CLpro inh: 1.2; PfHsp40 yeast: -0.3; Anthrax LF inh2: -1.9; DUSP3 inh: -10.2

How did O=C(N/N=C/c1ccc(-n2ccnc2)cc1)c1cccs1 do in these assays?
BoNT A protease: 0.0; CCHFV vOTU inh: 10.2; Y pestis TopoI: -6.7; Vc quorum ag: inactive; TcdB GH inh: 7.9; SARS 3CLpro inh: -0.1; PfHsp40 yeast: 4.9; Anthrax LF inh2: -6.8; DUSP3 inh: 36.6

What do the screens show for `COc1ccc(S(=O)(=O)NCC2CCCN(Cc3ccccc3Cl)C2)cc1` (stereo not drawn)?
PriA SSB inh: 1.9; BoNT A protease: -0.5; CCHFV vOTU inh: 3.9; Y pestis TopoI: 17.2; Vc quorum ag: inactive; TcdB GH inh: -0.8; SARS 3CLpro inh: -2.5; PfHsp40 yeast: 2.3; Anthrax LF inh2: -1.7; DUSP3 inh: -25.6

Results for Cc1cccc(CCNCc2cc3cccc(C)c3[nH]c2=O)c1 ?
PriA SSB inh: -2.7; BoNT A protease: -0.1; CCHFV vOTU inh: -2.8; Y pestis TopoI: -1.9; Vc quorum ag: inactive; TcdB GH inh: 1.0; SARS 3CLpro inh: 1.7; PfHsp40 yeast: -0.8; Anthrax LF inh2: -12.9; DUSP3 inh: 0.7

How did CC(C)CN(C(=O)CSc1nc2ccccc2[nH]1)c1c(N)n(Cc2ccccc2)c(=O)[nH]c1=O do in these assays?
BoNT A protease: -0.1; CCHFV vOTU inh: 14.7; Y pestis TopoI: 12.8; Vc quorum ag: 5.3; TcdB GH inh: 0.6; Anthrax LF inh2: -1.8

What do the screens show for `Cc1cc(=O)n2nc(N3CCCC3C(=O)Nc3ccccc3C)sc2n1` (stereo not drawn)?
PriA SSB inh: 1.3; BoNT A protease: -1.3; CCHFV vOTU inh: 2.9; Y pestis TopoI: 6.4; Vc quorum ag: -0.3; TcdB GH inh: 1.0; SARS 3CLpro inh: -4.4; PfHsp40 yeast: 0.1; Anthrax LF inh2: -5.1; DUSP3 inh: 29.1

Screening data deposited in PubChem BioAssay by several laboratories.
